Bioassay records deposited in PubChem by several laboratories.
ERb coact inh: blocks coactivator binding to human estrogen receptor beta; Q92731; TR-FRET ER-beta LBD / SRC1-Cy5 peptide binding; receptor agonist-loaded with 1 µM estradiol; inhibition, % at 25.6 µM; 1.3% of 86,000 active; AID 633;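 active means compounds whose percent inhibition of the receptor-coactivator binding signal exceeds about 50% in the single-dose screen, limit read from the data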;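 further: 0% = receptor plus peptide wells without compound and 100% = peptide-only wells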
Candida biofilm: kills Candida albicans biofilms; C. albicans biofilm + clotrimazole, Alamar Blue; inhibition, % at 6 µM; 0.14% of 85,000 active;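 active means inhibition above 20%; inactive means inhibition below 20%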;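 further: preformed 24 hr biofilms exposed to compound for 48 hr; 0% = biofilm without compound and 100% = blank killed by clotrimazole plus chlorhexidine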
H69AR inhibit: blocks growth of human H69AR lung tumor cells. H69AR lung tumor viability, ATP luminescence, 72 h; hits give low values. viability, % at 10 µM. AID 598. 6% of 85,000 active;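 active means viability at or below 40%; inactive means viability above 40%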;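 further: multidrug resistant small cell line overexpressing MRP-1 efflux transporter; 100% = mean luminescence of untreated control wells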
ERa SRC1 inh: blocks coactivator binding to human estrogen receptor alpha; P03372; TR-FRET ER-alpha LBD / SRC-1 peptide, estradiol-bound; inhibition, % at 25.6 µM; 1.7% of 86,000 active; AID 629; in the data active means inhibition above about 50%;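 further: 0% = receptor plus peptide control and 100% = peptide only without receptor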
Target sequence (P03372 whole entry, looked up, the tested form may be a part): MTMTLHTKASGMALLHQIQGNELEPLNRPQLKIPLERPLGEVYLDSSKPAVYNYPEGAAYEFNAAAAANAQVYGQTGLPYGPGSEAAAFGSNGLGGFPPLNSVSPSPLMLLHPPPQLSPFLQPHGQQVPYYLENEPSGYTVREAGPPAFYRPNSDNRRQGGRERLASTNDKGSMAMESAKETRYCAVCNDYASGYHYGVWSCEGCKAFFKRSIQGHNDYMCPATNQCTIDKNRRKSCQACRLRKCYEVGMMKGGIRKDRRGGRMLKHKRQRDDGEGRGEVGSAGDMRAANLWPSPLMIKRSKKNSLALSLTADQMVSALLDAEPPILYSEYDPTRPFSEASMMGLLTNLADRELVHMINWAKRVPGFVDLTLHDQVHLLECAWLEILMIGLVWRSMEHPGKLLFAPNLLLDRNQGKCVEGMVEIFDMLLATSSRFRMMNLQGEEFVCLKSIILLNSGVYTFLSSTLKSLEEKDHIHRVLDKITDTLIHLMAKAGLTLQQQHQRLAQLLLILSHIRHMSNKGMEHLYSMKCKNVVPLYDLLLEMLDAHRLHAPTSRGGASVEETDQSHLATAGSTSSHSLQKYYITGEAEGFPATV
Smad3 inh: blocks human Smad3 binding to FoxH1 peptide; inhibition, % at 25 µM; P84022; 0.29% of 88,000 active; TR-FRET Smad3/Dy647-FoxH1 peptide binding, europium anti-His;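 active means compounds that reduce the energy-transfer binding signal between the protein and its labelled peptide by more than half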;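 further: 0% = Smad3 plus labelled peptide maximal FRET and 100% = peptide-only background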
Target sequence (P84022 whole entry, looked up): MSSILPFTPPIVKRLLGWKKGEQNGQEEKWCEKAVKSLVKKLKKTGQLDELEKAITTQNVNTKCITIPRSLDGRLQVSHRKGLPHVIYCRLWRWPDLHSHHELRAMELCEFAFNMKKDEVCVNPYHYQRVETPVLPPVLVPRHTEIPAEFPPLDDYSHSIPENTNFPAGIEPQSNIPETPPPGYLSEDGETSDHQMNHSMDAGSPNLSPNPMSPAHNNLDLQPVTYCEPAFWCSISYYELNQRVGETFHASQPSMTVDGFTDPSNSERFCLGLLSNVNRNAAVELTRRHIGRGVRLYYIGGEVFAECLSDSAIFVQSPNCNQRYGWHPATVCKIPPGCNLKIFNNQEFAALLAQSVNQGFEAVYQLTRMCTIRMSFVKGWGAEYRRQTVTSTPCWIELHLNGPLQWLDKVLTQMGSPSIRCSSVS
ERa SRC1 pot: ER-alpha (human) coactivator binding potentiation; P03372; TR-FRET ERalpha-LBD/SRC-Cy5 coactivator binding, 2 h; 100 = basal binding, no effect; 1.3% of 86,000 active; coactivator binding (% of control), % at 25.6 µM; in the data active means activity above about 200%;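 further: binding measured in presence of low estradiol as agonist stimulus; 0% = peptide alone without receptor and 100% = receptor with peptide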
sEH activator: activators of human soluble epoxide hydrolase; 0.04% of 91,000 active; purified human sEH enzymatic activity, activator screen; activation, % at 2 µM; in the data active means activation above about 37%; further: values of inactives mirror those of a sister screen read the other way
HUVEC prolif 384: blocks proliferation of human endothelial cells; HUVEC proliferation, CellTiter-Glo luminescence, 72 h; hits give low values; viability, % at 10 µM (by protocol); 1.1% of 86,000 active;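 active means viability at or below 30%; inactive means viability above 30%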;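 further: 100% = median luminescence of DMSO-only cell control wells on each plate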
Lung fibro prol: blocks proliferation of human lung fibroblasts; LL 47 human lung fibroblast viability, ATP luminescence; hits give low values; viability, % at 10 µM; 1.1% of 85,000 active;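 active means viability at or below 50% in the single dose screen; inactive means viability above 50%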;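 further: compound exposure lasted 72 h before the ATP readout; 100% = median luminescence of untreated cell-only wells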
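material = human LL 47 lung fibroblast cells | dosing = compounds added from tenfold dosing solution, 0.1% DMSO final | timing = overnight cell rest, 72 h compound treatment at 37 °C | measured by = CellTiter-Glo luminescence measuring cellular ATP | evaluation = % viability versus median cells-only luminescence | control set = cell-only wells, no compound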
Active calls of the source: *; . = not tested or not shown; [ ] = remark or other dose. A portion of the library; rates above refer to the full screens.

SMILES	ERb coact inh	Candida biofilm	H69AR inhibit	ERa SRC1 inh	Smad3 inh	ERa SRC1 pot	sEH activator	HUVEC prolif 384	Lung fibro prol
CCSc1nc2c(c(=O)n(C)c(=O)n2C)n1Cc1ccc(Cl)cc1	6	-1	61	11[fluorescence artefact?]	9	81[fluorescence artefact?]	9	96	95
CNc1nc(C)nc(-c2ccccc2O)n1	-9	0	83	-7	3	118	-2	84	91
CCOC(=O)C1=C(Cn2cnc3ccccc32)NC(=O)NC1c1cc(C)ccc1C (stereo not drawn)	8[fluorescence artefact?]	1	16*	9[fluorescence artefact?]	-10	86	-2	96	95
Cc1nc(N2CCN(Cc3ccccc3)CC2)nc2c1C(=O)CCC2	-5	10	89	-6	-2	122	10	116	98
CC1CCN(S(=O)(=O)c2ccc(S(=O)(=O)N3CCCN(Cc4ccccc4)C3)cc2)CC1	-7[fluorescence artefact?]	11	80	-8[fluorescence artefact?]	0	115[fluorescence artefact?]	3	81	99
Cc1cc(C)c(S(=O)(=O)NCc2cn3c(C)csc3n2)c(C)c1	10	6	100	-7	-8	134	26	83	.
COC(=O)C(NC(=O)c1ccco1)(Nc1cc(C)ccn1)C(F)(F)F (stereo not drawn)	-8	4	92	-11	0	105	-7	97	100
C=CCOc1ccc(C(=O)N(Cc2ccc(N(C)C)cc2)C2CCS(=O)(=O)C2)cc1 (stereo not drawn)	-2[fluorescence artefact?]	8	77	11	3	100[fluorescence artefact?]	8	95	101
O=C(c1ccc(COc2c(F)c(F)cc(F)c2F)o1)N1CCN(c2ccccc2)CC1	10	-1	85	-24[fluorescence artefact?]	10	97[fluorescence artefact?]	-7	99	96
CN(C)CCCN1C(=O)C(=O)/C(=C(/O)c2ccc3c(c2)OCCO3)C1c1ccco1 (stereo not drawn)	-4	6	87	22	-15	97	.	95	100
COc1ccc(Nc2ncc(C(=O)N3CCC(C(N)=O)CC3)c3ccccc23)cc1	4	1	101	0	10	136	-7	94	101
NC(=O)c1ccccc1NS(=O)(=O)Cc1ccccc1	-1	11	103	0	-9	104	8	102	101
CCCc1nc2ccccc2c(C(=O)O)c1CC	1	2	95	6	3	90	-12	111	102
CS(=O)(=O)Nc1ccccc1C(=O)N1CCOCC1	-16[fluorescence artefact?]	5	93	-14	-4	105	12	87	98
CCc1c(C)nc2[nH]nc(-c3ccccc3)n2c1=O	-2	8	83	-4	0	87	6	89	106
O=C(COC(=O)C12CC3CC(CC(O)(C3)C1)C2)NC(=O)NCc1ccco1	18	5	90	17	11	76[fluorescence artefact?]	-16	94	99
O=C(CSc1ncccc1-c1nc2ccccc2[nH]1)NC1CC1	-18[fluorescence artefact?]	8	87	-10	11	114	1	93	97
Cc1ccc(C2=[N+]([O-])C3(CCCCC/C3=N\O)N(O)C2(C)C)o1 (stereo not drawn)	-2	3	96	8	8	120	.	83	104
CC(C(=O)NCc1ccccc1)N1C(=O)CN(C)C(=O)c2ccccc21 (stereo not drawn)	3	6	96	5	3	137	9	88	98
Cn1ccnc1SCC(=O)Nc1cccc2ccccc12	-34	1	101	-31	1	119	-8	94	91
O=C(C1CCC(=O)N1Cc1ccccc1Cl)N1CCN(c2cccc(Cl)c2)CC1 (stereo not drawn)	3	11	87	-5	-13	94	14	80	83
O=C(NC1CCCC1)C1C2C=CC3(CN(Cc4cccs4)C(=O)C13)O2 (stereo not drawn)	13[fluorescence artefact?]	-2	99	3[fluorescence artefact?]	-7	100	.	110	106
Nc1nc(-c2ccccc2Br)cs1	-4	-4	92	-3	0	93	2	88	112
CCN1CCN(C(=O)Cn2c(=O)sc3ccccc32)CC1	-4	-3	92	2	-2	103	7	94	97
O=C(NCc1ccco1)c1ccccc1NS(=O)(=O)c1ccc(Br)s1	28	11	105	15	4	65	-6	57	98
(further entries)
SMILES	ERb coact inh	Candida biofilm	H69AR inhibit	ERa SRC1 inh	Smad3 inh	ERa SRC1 pot	sEH activator	HUVEC prolif 384	Lung fibro prol
Cc1[nH]nc2c1C(=O)CCC2	-2	9	100	0	-1	117	10	105	102
COC(=O)C1=C(C(=O)OC)C2(OC1c1ccccc1C)C(=O)c1ccccc1C2=O (stereo not drawn)	-9	5	112	-9	-7	84	2	101	108
COc1ccc(NC(=O)C2CCCN(S(=O)(=O)c3ccc4c(c3)oc(=O)n4C)C2)cc1OC (stereo not drawn)	6	7	78	-3	12	104	2	99	99
C=CCn1cc(C(=O)NCCOC)c(=O)c2cc(S(=O)(=O)N(CC)CC)ccc21	-2	6	98	6	10[fluorescence artefact?]	93	-4	93	95
CCN1CCN(c2nc(-c3ccncc3)nc3ccccc23)CC1	-6	5	74	0	5	96[fluorescence artefact?]	-7	97	88
COC(=O)CCc1c(C)[nH]c(C(=O)OCc2ccccc2)c1C	0[fluorescence artefact?]	7	87	6[fluorescence artefact?]	1	92	5	98	98
COc1ccc(O)c(C(=O)c2cc(C#N)c(=O)n(-c3c(C)n(C)n(-c4ccccc4)c3=O)c2)c1	-2	10	89	5	12[fluorescence artefact?]	112	5	93	95
CN(Cc1ccccc1)c1ncnc2c1cnn2-c1ccccc1	-9	5	91	-1	6	107	3	109	102
CCOC(=O)c1[nH]c2ccc(OC)cc2c1NC(=O)c1cccc(OC)c1	-5	6	77	-7	0	86	.	92	101
CC(=O)c1ccc(NC(=O)CCn2c(=O)oc3ccccc32)cc1	-7[fluorescence artefact?]	0	99	5	5	95	.	91	112
CCCc1cc(=O)[nH]c(SCC(=O)NCCCC(=O)OCC)n1	-8	-1	106	-4	-2	120	13	97	101
CNc1cccccc1=S	-7	2	80	96*[fluorescence artefact?]	13	11[fluorescence artefact?]	17	98	101
Clc1ccc(OCCSc2nnnn2C2CCCCC2)cc1	-1	0	100	4[fluorescence artefact?]	4	107	0	110	111
CC(=O)C1=C(O)C(=O)N(CC#N)C1c1cccs1 (stereo not drawn)	-2	-1	78	-2	8	102[fluorescence artefact?]	-1	102	96
CC(=NCc1ccco1)C1=C(O)c2ccccc2C1=O	3	2	70	2	4	92	-3	74	100
O=C(CN1CCOc2ccccc21)NCc1ccc(Cl)cc1	-8	5	96	-5	-4	108	.	99	93
c1csc(-c2cnc3ccccc3n2)c1	-9	8	95	-1	3	116	.	86	108
CC1(C)NC(=O)N(CCOCCOc2cccc(Oc3ccccc3)c2)C1=O	15	8	77	19	-8	96	-6	74	92
CCN(CC)S(=O)(=O)c1cc(NC(=O)COC(=O)CCc2nc3ccccc3s2)ccc1C	2	5	98	7	11	99	-3	101	99
CCN1C(=O)CC(N2CCC(C(=O)OC)CC2)C1=O (stereo not drawn)	-31	6	98	-29	5	99	10	99	103
COc1ccc(OCCOCCN2CCOCC2)cc1	3	3	88	-3	3	99	-4	94	99
Nc1nonc1C(=O)NCCN=Cc1ccccc1O	-8	1	93	-8	0	107	-7	95	98
CCOC(=O)C1=C(C)N=c2s/c(=C\c3ccncc3)c(=O)n2C1c1ccc2c(c1)OCO2 (stereo not drawn)	4	0	3.0*	0	3	114[fluorescence artefact?]	.	50	71
Clc1ccc2[nH]c3c(c2c1)CCc1cn[nH]c1-3	5[fluorescence artefact?]	-2	22*	20[fluorescence artefact?]	-1	59	-2	46	94
COc1ccc(S(=O)(=O)N2CCC(C(=O)NCc3ccco3)CC2)cc1	15	-5	106	3	-9	81	1	106	107
(next part)
SMILES	ERb coact inh	Candida biofilm	H69AR inhibit	ERa SRC1 inh	Smad3 inh	ERa SRC1 pot	sEH activator	HUVEC prolif 384	Lung fibro prol
O=C(CCCn1c(=S)[nH]c2ccccc2c1=O)N1CCN(c2cccc(Cl)c2)CC1	54*[fluorescence artefact?]	2	62	92*	-6[fluorescence artefact?]	39	15	84	97
c1ccc(-c2n[nH]c3c2CCC3)cc1	-23	4	104	-17	-2	104	18	91	94
Brc1ccc(-c2nnc3sc(CN4CCc5ccccc5C4)cn23)cc1	16	5	89	18[fluorescence artefact?]	-9	124[fluorescence artefact?]	.	41	55
Cc1cc(C)c2c(n1)nn1c(N3CCN(c4ccccn4)CC3)cc(C)nc21	3[fluorescence artefact?]	8	75	1	0	100	.	110	110
CCOC(=O)C1CCN(C(=O)c2ccc3snnc3c2)CC1	-18	2	94	-20	1	132[fluorescence artefact?]	3	111	94
O=C(CN1CCOCC1)Nc1ccc(C2CCCCC2)cc1	-26	3	84	-18	0	99	-14	98	94
CC(C)Oc1ccc(C(CC(=O)NCc2ccco2)c2ccccc2)cc1 (stereo not drawn)	2[fluorescence artefact?]	4	69	7[fluorescence artefact?]	8[fluorescence artefact?]	106	-9	95	87
Cc1ccc(C(=O)Nc2ncnc3sc4c(c23)CCCCC4)cc1	27	5	31*	5	-13	108[fluorescence artefact?]	-3	78	84
CCn1cc(Br)c(C(=O)Nc2cccc(SC)c2)n1	-5	3	83	-6	-9	131	-4	88	96
CN1CC(=O)N(C)c2nc(Br)n(C)c2C1=O	4[fluorescence artefact?]	1	102	3[fluorescence artefact?]	-2	137	0	101	102
O=C(NC(C(=O)N/N=C/c1c2ccccc2cc2ccccc12)c1n[nH]c(=O)c2ccccc12)c1ccccc1 (stereo not drawn)	-9	4	91	-11	-22	104	-5	92	99
Cc1cccc(C(=O)Nc2ccc(CC(=O)O)cc2)c1	9	9	92	6	-6	104	-2	89	104
COCCCNC(=O)c1oc2ccc(S(=O)(=O)N(C)C3CCCCC3)cc2c1C	-3	8	69	1	-4	102	3	97	89
CCOC(=O)c1[nH]c(=O)[nH]c1CSc1nc(C)cc(C)n1	5[fluorescence artefact?]	6	92	3	0	113	6	98	101
O=c1oc2ccccc2c(Nc2ccc(O)cc2)c1[N+](=O)[O-]	9	4	81	9	4	90[fluorescence artefact?]	0	97	99
CC(C)(C)n1nnnc1CN1C2CCC1CC(NC(=O)Nc1ccccc1)C2 (stereo not drawn)	16	7	92	0	14	120	-50	97	107
O=C(O)c1cc(-c2ccccc2)n(-c2ccccc2C(=O)O)n1	-1	7	100	3	0	106	-20	107	99
COc1ccc(OC)c(NS(=O)(=O)c2ccc(SC)cc2)c1	3	10	14*	-22	0	104	2	62	84
CCc1ccc(C2C3=C(CC(C)(C)CC3=O)Nc3c2c(=O)[nH]c2nc(C)nn32)cc1 (stereo not drawn)	4	4	95	1	-9	115	11	87	95
CCc1c(C)c2ccc(OCC(N)=O)cc2oc1=O	1	10	92	-5	6	100[fluorescence artefact?]	4	100	101
CCOc1ccc(CN2CCN(c3cc(C)nc4c5c(C)cc(C)nc5nn34)CC2)cc1	5[fluorescence artefact?]	6	32*	0	2	102	20	87	94

Sorted by the number under sEH activator (descending): some entries from above.
canonical_smiles	sEH activator
O=C(C1CCC(=O)N1Cc1ccccc1Cl)N1CCN(c2cccc(Cl)c2)CC1 (stereo not drawn)	14
CC(=NCc1ccco1)C1=C(O)c2ccccc2C1=O	-3
Nc1nonc1C(=O)NCCN=Cc1ccccc1O	-7

Seven compounds picked at random from the list so far:
SMILES	ERb coact inh	Candida biofilm	H69AR inhibit	ERa SRC1 inh	Smad3 inh	ERa SRC1 pot	sEH activator	HUVEC prolif 384	Lung fibro prol
Brc1ccc(-c2nnc3sc(CN4CCc5ccccc5C4)cn23)cc1	16	5	89	18[fluorescence artefact?]	-9	124[fluorescence artefact?]	.	41	55
O=C(CN1CCOCC1)Nc1ccc(C2CCCCC2)cc1	-26	3	84	-18	0	99	-14	98	94
CCOC(=O)c1[nH]c(=O)[nH]c1CSc1nc(C)cc(C)n1	5[fluorescence artefact?]	6	92	3	0	113	6	98	101
CCc1c(C)c2ccc(OCC(N)=O)cc2oc1=O	1	10	92	-5	6	100[fluorescence artefact?]	4	100	101
c1ccc(-c2n[nH]c3c2CCC3)cc1	-23	4	104	-17	-2	104	18	91	94
Cc1ccc(C(=O)Nc2ncnc3sc4c(c23)CCCCC4)cc1	27	5	31*	5	-13	108[fluorescence artefact?]	-3	78	84
CCOc1ccc(CN2CCN(c3cc(C)nc4c5c(C)cc(C)nc5nn34)CC2)cc1	5[fluorescence artefact?]	6	32*	0	2	102	20	87	94
